CSN deneddyl inh – CSN deneddylation inhibition; 360,000 compounds, 0.38% hits; inhibition, % at 12.5 µM; Purified CSN, SCF-Nedd8-OG deneddylation, fluorescence polarization;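 active = pattern-corrected inhibition above about 35%, with an unprinted fluorescence ratio check between 0.5 and 1.5, limit read from the data, passing the limit was not always enough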;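 note: 0% = enzyme with substrate and 100% = substrate without enzyme; some results filed as inactive read as strong as hits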
Target sequence (Q92905 whole entry, looked up, one chain of several): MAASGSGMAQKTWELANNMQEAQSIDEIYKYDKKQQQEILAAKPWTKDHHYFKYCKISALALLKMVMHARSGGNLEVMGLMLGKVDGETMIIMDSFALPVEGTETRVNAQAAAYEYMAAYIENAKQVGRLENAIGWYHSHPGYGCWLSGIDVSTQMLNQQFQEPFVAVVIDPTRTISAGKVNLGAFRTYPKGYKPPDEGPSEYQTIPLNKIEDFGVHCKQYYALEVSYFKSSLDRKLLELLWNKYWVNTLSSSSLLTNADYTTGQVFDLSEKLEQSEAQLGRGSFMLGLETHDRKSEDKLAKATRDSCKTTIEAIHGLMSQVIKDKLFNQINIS
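Detection – fluorescence polarization · System – HEK293T-derived human Csn5 enzyme · Controls – substrate-only high control, full reaction low control · Timing – 90 min, room temperature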
Rin1 Abl inh – blocks binding of human Rin1 to Abl; P00519+Q13671; TR-FRET Rin1/Abl binding, biochemical; inhibition, % at 7.35 µM; 360,000 compounds, 0.4% hits; in the data active = inhibition above about 5%, passing the limit was not always enough
FAS TE block – inhibitors of human fatty acid synthase thioesterase domain | P49327 | recombinant FAS-TE, OMFH fluorogenic substrate, fluorescence endpoint | inhibition, % at 15 µM | 360,000 compounds, 0.67% hits;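 active = compounds whose normalised, plate-corrected inhibition of enzyme fluorescence in the single-dose primary screen is 50% or more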;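 note: 0% = DMSO with enzyme and 100% = substrate without enzyme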
NadD inh – inhibitors of Staphylococcus aureus NadD | purified NadD enzyme, colorimetric absorbance read-out | inhibition, % at 20 µM | 360,000 compounds, 0.78% hits | AID 602399; in the data active = inhibition above about 26%; note: some compounds past the cut are filed as inactive
MT1-MMP act inh – blocks activation of human MT1-MMP; 360,000 compounds, 0.061% hits; P50281; HT1080 RFP-PRO-GFP cells, GFP/RFP ratio fluorescence, overnight; percent of plate control window, DMSO zero; GFP/RFP ratio change, % at 20 µM;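 active = GFP/RFP ratio change of at least 30% with cell ATP level not reduced by more than half and red fluorescence within 50% of control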; note: strong numbers were not always called active
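system = RFP-PRO-GFP reporter HT1080 cells | dosing = 20 µM single dose, 1% DMSO | timing = overnight cell settling, then overnight compound exposure, 37 °C, 5% CO2 | read-out basis = GFP/RFP fluorescence ratio | controls = DMSO and RFP-L50D-GFP cell wells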
Rpn11 inh – inhibitors of human proteasome Rpn11; O00487; human 26S proteasome, Ub4-pepOG fluorescence polarization; 20S core pre-blocked with epoxomicin; calls only at 20 µM; 360,000 compounds, 0.59% hits;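 active = inhibition at 20 µM, scaled to each plate's controls, above about 33%, limit read from the data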
MLLE-PAM2 inh – blocks PAM2 peptide binding to the PABP1 MLLE domain; P11940; GST-MLLE / FITC-PAM2 fluorescence polarization; inhibition, % at 20 µM; 360,000 compounds, 0.36% hits; AID 588489; in the data active = inhibition above about 35%, passing the limit was not always enough;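 note: plate controls were DMSO wells with GST-MLLE for no effect and wells lacking GST-MLLE protein for full effect; some results filed as inactive read as strong as hits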
Neddylation inh – blocks human cullin neddylation; TR-FRET cullin neddylation, biochemical; calls only at 25 µM; AID 651699; 360,000 compounds, 0.58% hits; P61081+Q13564; in the data active = inhibition above about 36%
Target sequence (P61081 whole entry, looked up): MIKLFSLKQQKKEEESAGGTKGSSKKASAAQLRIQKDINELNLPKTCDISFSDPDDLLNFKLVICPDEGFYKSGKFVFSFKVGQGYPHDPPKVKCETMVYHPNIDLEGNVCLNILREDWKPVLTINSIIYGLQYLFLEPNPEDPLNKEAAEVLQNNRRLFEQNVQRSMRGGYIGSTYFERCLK
Target sequence (Q13564 whole entry, looked up): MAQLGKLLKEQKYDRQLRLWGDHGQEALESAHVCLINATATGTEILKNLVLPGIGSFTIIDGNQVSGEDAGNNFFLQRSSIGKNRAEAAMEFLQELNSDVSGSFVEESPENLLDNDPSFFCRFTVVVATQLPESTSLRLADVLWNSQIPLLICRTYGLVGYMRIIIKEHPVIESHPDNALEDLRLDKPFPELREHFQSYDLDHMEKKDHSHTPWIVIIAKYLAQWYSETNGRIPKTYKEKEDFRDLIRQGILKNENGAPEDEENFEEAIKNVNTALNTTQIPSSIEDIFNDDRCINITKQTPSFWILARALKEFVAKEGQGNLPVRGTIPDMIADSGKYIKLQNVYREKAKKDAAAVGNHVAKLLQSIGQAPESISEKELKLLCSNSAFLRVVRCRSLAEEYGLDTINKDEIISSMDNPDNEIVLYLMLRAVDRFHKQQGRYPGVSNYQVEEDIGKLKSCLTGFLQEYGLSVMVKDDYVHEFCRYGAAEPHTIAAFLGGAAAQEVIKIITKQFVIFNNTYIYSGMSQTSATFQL
SKN-1 block – C. elegans SKN-1 inhibition; inhibition, % at 21.8 µM; C. elegans VP596 Pgst-4::GFP/RFP ratio, acrylamide-induced, 24 h; 360,000 compounds, 0.49% hits;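 active = interference check ratio from 0.5 to 1.5 plus GFP to RFP signal ratio inhibition reaching or exceeding a fixed threshold, cut at about 30% in these data, passing the limit was not always enough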; note: some compounds called inactive have numbers as strong as hits
* hit, by the source's call; i = inactive; nt = no result given; + = active, no number. Compounds were not picked by outcome. Share with any hit: about 3.9%.

SMILES	CSN deneddyl inh	Rin1 Abl inh	FAS TE block	NadD inh	MT1-MMP act inh	Rpn11 inh	MLLE-PAM2 inh	Neddylation inh	SKN-1 block
CC(C)c1ccc(NC(=O)C2Cc3c(-c4cccc(C(N)=O)c4)ccnc3O2)cc1 (configuration not stated)	5	4	11	8	6	i	-2	i	16
O=C(/C=C/c1ccccn1)c1cc(Cl)cc(Cl)c1O	7	-1	2	14	-3	i	6	i	15
O=C(O)CNC(=O)c1ccc(NC(=O)/C(=C/c2ccccc2)NC(=O)c2ccccc2)cc1	-1	2	-6	-4	2	i	2	i	12
COc1cc(/C=C2\S/C(=N/S(=O)(=O)Cc3ccccc3)NC2=O)c([N+](=O)[O-])cc1OC	1	-3	7	3	-7	i	23	i	-22
O=C(O)CCc1ccc(-c2cccs2)n1CC(=O)Nc1ccccc1C(F)(F)F	-4	0	-1	-4	0	i	10	i	3
CSc1ncccc1C(=O)Nc1ccncc1	2	-3	-3	-2	-3	i	4	i	1
COc1cccc(C(=O)OCC(=O)c2ccc(S(=O)(=O)N3CCCCC3)cc2)c1OC	-1	-2	22	-6	-2	i	-8	i	0
COc1ccc(-c2ccc(NCCN3CCOCC3)nn2)cc1OC	-2	-3	-3	-7	1	i	11	i	-16
Cc1ccc(-n2c(SCC(=O)N/N=C/c3ccccc3C(=O)O)nnc2-c2ccc(Cl)cc2)cc1	7	-1	3	6	4	i	-46	i	-11
COc1ccccc1N(CC(=O)NC1CCCC1)C(=O)CCC(=O)Nc1ccccn1	2	2	-3	-5	-1	i	5	i	19
CCOC(=O)CCCCNCc1ccccc1	7	3	-5	0	2	i	-1	i	6
CNC(=O)C1=C(C)n2c(nc3ccccc32)NC1c1ccc(OC)cc1 (configuration not stated)	-3	-1	-14	0	-5	i	-14	i	-6
CC1(C)Cc2cccc(OCC(=O)N3CCN(c4cccc(C(F)(F)F)c4)CC3)c2O1	-2	0	17	2	5	i	0	i	2
Cc1cc(C)n2cc(CSc3nnc(N)s3)nc2n1	0	0	-7	4	0	i	40*	i	-17
O=C(CN(c1ccccc1)S(=O)(=O)c1ccc(F)cc1)NCc1cccs1	-7	2	3	-6	1	i	1	i	5
O=C1C=C(c2ccc3c(c2)OCO3)C[C@@H](c2ccc3c(c2)OCO3)C1	-2	2	2	-9	6	i	10	i	20
CC(C)(C)c1ccc(Cc2n[nH]c(=S)[nH]c2=O)cc1	2	4	8	-7	2	i	29	i	-8
CCC(=O)NC(=S)Nc1cccc(C(C)=O)c1	3	1	-3	2	-1	i	12	i	6
Cc1csc2nc(O)c(C(=O)NC3CCCCC3C)c(=O)n12 (configuration not stated)	-8	-2	19	5	-10	i	-5	i	0
Cc1ccc(NS(=O)(=O)c2ccc3c(c2)NC(=O)CO3)cc1C	0	-1	-1	-3	3	i	-2	i	5
CCOc1cc(/C=N/NC(=O)c2ccccc2OCc2ccc(F)cc2)ccc1O	0	0	16	10	4	i	-2	i	-9
Cc1csc(=Nc2cccnc2)n1CC1CCCCC1	-4	2	-6	-4	-1	i	-3	i	2
Cc1ccc(C(=O)COc2cc(O)c3c(=O)cc(-c4ccccc4)oc3c2)cc1	1	-2	17	-5	1	i	7	i	8
CCn1cc(C(=O)NCCOC)c(=O)c2ccc(C)nc21	9	-1	-3	10	0	i	4	i	-4

The list goes on (2 carried over from the part before).
SMILES	CSN deneddyl inh	Rin1 Abl inh	FAS TE block	NadD inh	MT1-MMP act inh	Rpn11 inh	MLLE-PAM2 inh	Neddylation inh	SKN-1 block
Cc1ccc(C(=O)COc2cc(O)c3c(=O)cc(-c4ccccc4)oc3c2)cc1	1	-2	17	-5	1	i	7	i	8
CCn1cc(C(=O)NCCOC)c(=O)c2ccc(C)nc21	9	-1	-3	10	0	i	4	i	-4
CCOC(=O)/C(C#N)=C1/C=Cc2ccccc2N1CC	8	-2	-3	3	3	i	-10	i	20
O=C(NCc1ccccn1)c1cc(S(=O)(=O)N2CCCCC2)ccc1Cl	-1	1	-5	3	3	i	7	i	-9
Cc1ccc(NC(=O)COC(=O)C2CC3C=CC2C3)cc1S(=O)(=O)N1CCCCC1 (configuration not stated)	7	-3	21	-9	1	i	-4	i	7
COc1cc(C(=O)OCCNC(=O)c2cccnc2)cc(OC)c1OC	-2	3	-9	-1	-3	i	5	i	1
N#CC1=C(N)Oc2cc(O)ccc2C1c1cccs1 (configuration not stated)	5	1	-3	-1	-90	i	-14	i	0
CC1CCN(S(=O)(=O)c2ccc(NC(=O)CCN3C(=O)c4ccccc4C3=O)cc2)CC1	4	-4	18	-9	3	i	5	i	-3
Cc1c(Cl)ccc2sc(N3CCN(C(=O)C4=COCCO4)CC3)nc12	3	3	30	-6	-3	i	-12	i	18
CC1(C(=O)Nc2ccc(F)c(Cl)c2)Cc2c(-c3ccc(C(N)=O)cc3)ccnc2O1 (configuration not stated)	-3	-5	10	-1	-2	i	7	i	5
N#Cc1ccc(NC(=O)Cn2cnc(S(=O)(=O)N3CCCC3)c2)cc1	0	0	-4	-3	-1	i	5	i	6
Nc1nc2n(c1C(=O)c1ccccc1)CCC2	-4	4	-5	-1	-5	i	1	i	-3
Cc1ccc(C2Nc3ccc4ccccc4c3C3=C2C(=O)CC(C)(C)C3)o1 (configuration not stated)	-1	1	21	0	-26	i	5	i	12
COc1ccccc1NC(=S)NC(=O)c1c(-c2ccccc2Cl)noc1C	3	2	18	-6	-6	i	24	i	-9
COc1ccc(C(=O)NCCn2nc(C)cc2C)cc1OC1CCN(C(C)=O)CC1	3	1	-6	9	1	i	-6	i	13
Cc1ccc(Nc2nc(CSc3nnc(-c4cccnc4)n3-c3ccccc3F)cs2)cc1	2	-3	10	5	-1	i	-18	i	11
Cc1nn(-c2ccccc2)c(N)c1C1(O)C(=O)Nc2ccc([N+](=O)[O-])cc21 (configuration not stated)	3	0	0	-8	-4	i	8	i	7
Cc1cc(NC(=O)c2c([N+](=O)[O-])cnn2C)no1	3	-1	-6	-2	1	i	4	i	-17
CCN(CC)S(=O)(=O)c1ccc(NC(=O)C(C)N(c2ccccc2)S(C)(=O)=O)cc1 (configuration not stated)	4	1	9	-1	1	i	-5	i	-11
CN(Cc1ccccc1)C(=O)CC(=O)N(C)Cc1ccccc1	-1	3	-3	-4	4	i	-5	i	18
c1ccc(CCCCN2C(Nc3ccccc3)=NC[C@@H]2Cc2ccccc2)cc1	6	0	-140	0	2	i	10	i	4
O=C(Cn1c(=O)sc2ccccc21)Nc1ccc2c(c1)OCCO2	-3	-2	-5	0	1	i	-3	i	-15
CCOc1ccc(OCC)c(NC(=O)C(NS(=O)(=O)c2ccc3c(c2)oc(=O)n3C)C(C)C)c1 (configuration not stated)	3	0	0	5	-4	i	-6	i	4
COc1ccccc1C(=O)C1CCCN(C(=O)c2ccccc2Cl)C1 (configuration not stated)	-1	-2	-4	-8	-5	i	-24	i	16
Cc1ccc(C2/C(=C(/O)c3ccccc3)C(=O)C(=O)N2CCN2CCOCC2)o1 (configuration not stated)	0	-2	-8	-3	2	i	4	i	0
Cc1ccc(-c2nc3ccccc3nc2NN)cc1	-2	-2	2	-5	6	i	-123	i	1

Next section (three carried over from the part before).
SMILES	CSN deneddyl inh	Rin1 Abl inh	FAS TE block	NadD inh	MT1-MMP act inh	Rpn11 inh	MLLE-PAM2 inh	Neddylation inh	SKN-1 block
COc1ccccc1C(=O)C1CCCN(C(=O)c2ccccc2Cl)C1 (configuration not stated)	-1	-2	-4	-8	-5	i	-24	i	16
Cc1ccc(C2/C(=C(/O)c3ccccc3)C(=O)C(=O)N2CCN2CCOCC2)o1 (configuration not stated)	0	-2	-8	-3	2	i	4	i	0
Cc1ccc(-c2nc3ccccc3nc2NN)cc1	-2	-2	2	-5	6	i	-123	i	1
CCCn1c(=O)c(-c2ccccc2)c(O)c2ccccc21	0	0	-2	8	-1	i	-10	+	8
COc1cc(C(=O)OCC(=O)NC2CCCC2)cc(NC(=O)c2ccco2)c1OC	5	2	-6	0	9	i	11	nt	12
O=Cc1c(NCCCN2CCCC2=O)c2ccccc2[nH]c1=O	-2	-3	-4	0	4	i	-5	i	20
O=S(=O)(c1cccc(-c2n[nH]c(=S)o2)c1)N1CCOCC1	-2	-24	-3	-8	4	i	-84	i	4
COc1ccccc1C(=O)Nc1nnc(SCC(=O)NCc2ccco2)s1	5	2	-4	4	0	i	-29	i	-8
CC(C)N(C)C1CCN(S(=O)(=O)c2ccc(-c3ccc(=O)[nH]n3)s2)CC1	3	0	-4	-2	1	i	-5	i	20
O=C1CCN(Cl)C(=O)N1Cl	-3	nt	-3	-1	7	nt	nt	i	-10
O=C1CN(C(=O)CSc2nc3ccccc3c(=O)n2CC2CCCO2)c2ccccc2N1 (configuration not stated)	6	2	-10	-3	-4	i	8	i	-3
COc1ccccc1CCNC(=O)CN1C(=O)NC2(CCCC2)C1=O	-3	-3	-5	-1	-1	i	-9	i	11
CNC(=O)/C(=C\c1ccco1)NC(=O)c1ccco1	-5	1	-10	3	2	i	22	i	-1
Cn1cc(-c2nnnn2-c2ccccc2)c(=O)c2ccccc21	-2	1	-6	0	3	i	5	i	8
O=C(CSc1nc2ncc(Br)cc2[nH]1)c1ccc([N+](=O)[O-])cc1	-6	3	24	5	3	i	-57	i	-1
CC(C)=CCN1CCN(Cc2cc(F)ccc2-n2nc(C)cc2C)CC1CCO (configuration not stated)	-3	-6	-9	-4	2	i	-11	i	-10
COc1ccc(NC(=O)COC(=O)CC2CC3CCC2C3)c([N+](=O)[O-])c1 (configuration not stated)	0	1	41	5	10	i	-9	i	5
O=c1c2c3c(sc2nc2n1CCCCC2)CCCCC3	-2	-1	6	-3	3	i	13	i	17
COc1ccc(C(=O)NNC(=O)c2cc3ccccc3cc2O)cc1	0	-3	12	-5	4	i	-7	i	1
O=C(Oc1ccccc1C(=O)N1CCOCC1)c1ccc(F)cc1	2	0	0	-5	-4	i	-5	i	1
CC1(C(=O)NS(=O)(=O)c2ccc(Cl)cc2)CCN1C(=O)Cc1ccccc1Cl (configuration not stated)	-1	0	-3	2	1	i	6	i	19
CCOC(=O)c1[nH]c(C)c(/C(O)=C2\C(=O)C(=O)N(CCN(C)C)C2c2ccncc2)c1C (configuration not stated)	-4	1	-5	2	-7	i	2	i	13
CC/C(=N\NC(=O)c1ccc(Br)cc1)c1ccccc1	0	3	-4	9	4	i	18	i	-6
CC(C)(C)NC(=O)NC(=O)COC(=O)C1(C)CC1(Cl)Cl (configuration not stated)	2	-3	-3	-4	0	i	9	i	5
COc1ccc(-c2nnnn2C)cc1S(=O)(=O)Nc1ccc(C)cc1C	0	1	5	-9	-8	i	4	i	12
CC(=O)c1cccc(NC(=O)C2=CN3CCS(=O)(=O)N=C3C=C2)c1	-7	0	-3	-5	1	i	-39	i	-2
Cc1ccc(C(=O)NCCCN2CCN(CCCNC(=O)c3ccc(C)cc3)CC2)cc1	0	-4	-3	-6	0	i	5	i	-16
O=C(NCc1ccccc1)C(c1ccco1)N(C(=O)c1ccccn1)c1ccccc1 (configuration not stated)	-1	0	0	-7	0	i	-4	i	11
C/C=C(\C)C(=O)NCCN1C2=NC[C@H](C)N2C[C@@H]1Cc1ccc(OC)cc1	1	-2	-12	-5	-2	i	-2	i	5
Cc1c(C(=O)OC2CCCC2C)[nH]c2c1C(=O)CCC2 (configuration not stated)	-8	3	4	3	-14	i	-5	i	1
O=C(NCc1ccccc1)c1ccc2ccccc2n1	1	0	5	-3	0	i	7	i	-1
